HCV inh = inhibitors of hepatitis C virus infection; Huh7.5.1 HCVcc-Cre infection, luciferase reporter, 44 h; Potency, µM (series often up to 41.8 µM), inactives show at the top dose activity change, negative = inhibition, actives largely listed as inhibitors; 340,000 compounds, 3.4% hits; note: potency is the fitted concentration of half-maximal effect
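Infectious HCV cell culture screen: compound-treated cells (1,000/well, pre-plated 4 h) are infected with HCVcc-Cre at roughly 0.5 moi and grown 44 h. Infection is quantified by luciferase signal after 15 min substrate incubation at room temperature.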
AmpC no deterg = blocks E. coli AmpC beta-lactamase in detergent-free assay. P00811. AmpC nitrocefin hydrolysis, absorbance 480 nm, 0.0001% Triton. Potency, µM (highest dose often 57.1 µM), inactives show at the highest dose activity change, negative = inhibition, hits mostly inhibitors. 330,000 compounds, 0.52% hits. AID 485341;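 note: potency is the fitted concentration of half-maximal effect; plate controls were no compound for no effect and no enzyme for full effect; nearly all actives have a fitted effect of over 20% in size; some results filed as inactive show a strong effect at the top dose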
Target sequence (P00811 whole entry, looked up): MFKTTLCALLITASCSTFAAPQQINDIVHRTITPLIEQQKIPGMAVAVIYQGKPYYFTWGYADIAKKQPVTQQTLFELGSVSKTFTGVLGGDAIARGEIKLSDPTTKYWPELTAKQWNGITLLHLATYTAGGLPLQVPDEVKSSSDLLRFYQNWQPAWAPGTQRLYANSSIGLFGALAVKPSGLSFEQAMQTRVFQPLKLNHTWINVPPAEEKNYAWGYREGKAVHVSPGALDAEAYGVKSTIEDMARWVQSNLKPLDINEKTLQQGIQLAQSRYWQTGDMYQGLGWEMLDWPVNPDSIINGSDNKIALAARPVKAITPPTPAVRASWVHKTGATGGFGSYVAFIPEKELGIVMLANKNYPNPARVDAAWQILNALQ
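20 mM phosphate pH 7.0 + 0.01% (detergent screen) or 0.0001% Triton X-100; 5.3 nM AmpC reagent; cpd preinc 15 min RT; nitrocefin (800 uM stock) to start; A480 q20 s × 4 min; Activity was normalised to no-enzyme and no-compound control wells.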
HCMV antiviral = human cytomegalovirus inhibition | HFF cells, HCMV-luciferase reporter, 72 h; hits give low values | activity change, negative = inhibition, % at 57.5 µM | 410,000 compounds, 4.5% hits | AID 1259415; in the data active = activity change below about -60%; inconclusive = no clear call, values can overlap the other calls; inactive = above about -39%
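Two-dose cell screen: HFF monolayers treated with compounds and infected with luciferase-expressing HCMV at 1 PFU/cell, 72 h at 37C, then lysed for luciferase measurement.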
AmpC inh detg = blocks E. coli AmpC beta-lactamase in detergent assay. P00811. AmpC hydrolysis of nitrocefin, absorbance 480 nm, 0.01% Triton. Potency, µM (titrated, usually from 114 µM), for the others: at the top dose activity change, negative = inhibition, most hits filed as inhibitors. 370,000 compounds, 0.041% hits. AID 485294;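 note: potency is the fitted concentration of half-maximal effect; 0% = no-compound wells and -100% = no-enzyme wells; nearly all actives have a fitted effect of over 25% in size; some results filed as inactive show a strong effect at the top dose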
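20 mM phosphate pH 7.0 + 0.01% (detergent screen) or 0.0001% Triton X-100; 5.3 nM AmpC reagent; cpd preinc 15 min RT; nitrocefin (800 uM stock) to start; A480 q20 s × 4 min; Activity was normalised to no-enzyme and no-compound control wells.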
LmPK inh = inhibitors of Leishmania mexicana pyruvate kinase; 290,000 compounds, 0.37% hits; Potency, µM (highest dose often 57.5 µM), for inactives: at the top dose activity change, negative = inhibition, most hits filed as inhibitors; purified LmPK, Kinase-Glo ATP luminescence, 1 h; Q27686; note: potency is the fitted concentration of half-maximal effect
Target sequence (Q27686 whole entry, looked up): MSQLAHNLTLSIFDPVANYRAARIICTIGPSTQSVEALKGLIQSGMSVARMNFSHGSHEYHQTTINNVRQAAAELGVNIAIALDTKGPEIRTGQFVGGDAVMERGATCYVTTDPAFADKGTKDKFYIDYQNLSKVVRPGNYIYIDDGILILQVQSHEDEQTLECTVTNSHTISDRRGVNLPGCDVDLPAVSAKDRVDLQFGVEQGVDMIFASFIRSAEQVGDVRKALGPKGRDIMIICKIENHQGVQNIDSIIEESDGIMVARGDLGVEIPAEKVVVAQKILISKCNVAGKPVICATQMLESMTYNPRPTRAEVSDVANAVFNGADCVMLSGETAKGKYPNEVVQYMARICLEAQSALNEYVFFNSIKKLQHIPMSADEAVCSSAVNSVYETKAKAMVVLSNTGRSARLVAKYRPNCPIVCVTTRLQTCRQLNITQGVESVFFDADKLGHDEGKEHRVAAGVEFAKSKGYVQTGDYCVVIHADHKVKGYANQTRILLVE
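Purified LmPK (0.1 nM) with 0.5 mM PEP and 0.1 mM ADP in imidazole buffer pH 7.2 with MgCl2/KCl, 1 h at room temperature. ATP formed was read by luciferase luminescence and normalized to no-enzyme and uninhibited controls.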
AMA1 RON2 block = inhibitors of Plasmodium falciparum AMA1-RON2 interaction; AlphaScreen AMA1-biotinylated RON2 peptide binding; Potency, µM (highest dose often 58.2 µM), for inactives: top-dose activity change, negative = inhibition, most hits filed as inhibitors; 360,000 compounds, 0.2% hits; AID 720542;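 note: potency is the fitted concentration of half-maximal effect; 0% = vehicle wells and -100% = peptide control; nearly all actives have a fitted effect of over 45% in size; some results filed as inactive show a strong effect at the top dose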
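AMA1 (3D7) with his tag at 25 nM final met compounds first, then biotinylated RON2 peptide at 25 nM; detection used donor plus acceptor beads, 10 µg/mL apiece, read by AlphaScreen after 30 min at room temperature.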
Tb PYK inh = inhibitors of Trypanosoma brucei pyruvate kinase | 410,000 compounds, 0.12% hits | AID 624173 | Q57TT1 | TbPYK enzyme, Kinase-Glo Plus ATP luminescence, 45 min | Potency, µM (titrated, usually from 76.8 µM), for the others: top-dose activity, negative = inhibition, actives largely listed as inhibitors; note: potency is the fitted concentration of half-maximal effect; nearly all actives have a fitted effect of over 50% in size
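ADP (130 uM final) triggers the TbPYK reaction after compound addition; incubation is 45 min at room temperature. Kinase-Glo Plus is then added and luminescence imaged. Normalized data are fitted to concentration-effect curves.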
* hit, by the source's call; u = inconclusive; x = no result given; & = joins results of further samples; [ ] = remark or other dose. Unless noted, calls come from the whole dose curve; as a rule, active = well fitted curve in the direction sought with a large enough effect; inconclusive = small, poorly fitted or top-dose-only effect, or another doubt; inactive = no such curve, though single readings can be large; an effect the other way counts as inactive or inconclusive. Unless noted, % is set by controls: 0 for no effect and ±100 for the full control effect.

Under each structure: AmpC no deterg	HCMV antiviral	AMA1 RON2 block	Tb PYK inh	HCV inh	LmPK inh	AmpC inh detg
CCS(=O)(=O)N1CCC(C(=O)N2CCc3ccccc3C2)CC1
→ -9%	9	-20%	0%	2%	2%	-1%
Cc1nnc(-c2cnn(C)c2N)n1CCCN1CCOCC1
→ -4%	-10	40%[activator]	1%	5%	-4%	-13%
Cc1ccc2occ(CC(=O)Nc3ccc(S(=O)(=O)N4CCCC(C)C4)cc3)c2c1 (stereo not drawn)
→ x	-11	x	0%	x	x	-5%
CC(=O)N1CCC(N(CCCOC(C)C)S(=O)(=O)c2ccc([N+](=O)[O-])cc2)CC1
→ 40%	53	-5%	-8%	2%	-5%	-2%
Cn1c(=O)n(CCc2ccccc2)c(=O)c2c1nc1n2CCCN1Cc1ccccc1
→ -5%	16	11%	5%	16%	1%	u
O=C(NNc1ccccc1)/C(=C\c1cccnc1)NC(=O)c1ccccc1
→ 84%	2	-7%	-1%	21%	5%	-2%
COc1ccc(C2CC(c3ccccc3)=NN2C(=O)COC(=O)c2cccnc2)cc1 (stereo not drawn)
→ 106%[activator]	22	-11%	6%	34%[activator]	1%	5%
CCS(=O)(=O)NC(C)c1nnc2n1-c1ccc(Br)cc1C(c1ccccc1Cl)=NC2 (stereo not drawn)
→ x	13	-9%	4%	7%	x	x
CCOC(=O)c1cc(-c2ccccc2C)n(Cc2cc(C)no2)n1
→ 36%	4	-1%	1%	-16%	x	-1%
O=C(N/N=C/c1ccc(COc2ccc(Br)cc2)o1)c1ccco1
→ -19%	1	15%	3%	-22%	5%	u
CC(C)c1ccc(NC(=O)CCNS(=O)(=O)c2cc(Br)cnc2N)cc1
→ -16%	-24	13%	-12%	10%	2%	u
CCOP(=O)(OCC)C(NC(=O)c1ccc(Cl)cc1)=C(Cl)Cl
→ -2%	16	9%	-8%	u	3%	-12%
C#CCOCCOCCOCCNc1nc(N2CCN(C(=O)CCCCCCCCCCNC(=O)[C@H](CCCCN)n3cc(CCO)nn3)CC2)nc(N2CCN(C(=O)CCCCCCCCCCNC(=O)[C@H](CCCCN)n3cc(C[C@@H](C)CC)nn3)CC2)n1
→ 286%[activator]	x	u	-5%	11%	x	6%
Cc1c(C)c(C)c(S(=O)(=O)N2CCSCC2)c(C)c1C
→ -16%	-4	0%	0%	-3%	2%	7%
CCCCCOC(=O)Cc1c(O)c2ccccc2n(C)c1=O
→ -4%	7	-8%	-17%	12%	2%	-17%
CCCCc1ccc(-c2nc(NC(=O)C3C4CCC(O4)C3C(=O)O)sc2C)cc1 (stereo not drawn)
→ -38%	x	x	x	x	1%	-5%
CCN(/N=C/C=C/c1ccccc1)c1cc(=O)n(C)c(=O)[nH]1
→ -12%	-3	3%	1%	-1%	-2%	u
O=C1[C@H](CC[C@H](O)c2ccc(F)cc2)[C@@H](c2ccc(O)cc2)N1c1ccc(F)cc1
→ -33%	x	x	x	x	9%	2%
Cc1ccc(C(=O)Nc2ccc3c(c2)C(=O)N(CC2CCCO2)C3=O)cc1 (stereo not drawn)
→ -16%	11	-13%	-4%	u	-2%	2%
COc1ccc(Cl)cc1NC(=O)COc1cccc(-n2cnnn2)c1
→ -18%	u	0%	-6%	u	3%	-4%
COc1ccc([N+](=O)[O-])c(OC)c1C(=O)NC(=O)Nc1c(C)cccc1C
→ -17%	-10	-6%	0%	-18%	2%	-11%
COC[C@H]1CCCN1c1ccc2c(c1)O[C@H](COCc1ccccc1)CN([C@@H](C)c1ccccc1)S2(=O)=O
→ x	2	-12%	-2%	x	x	x
COc1ccc(C)cc1/C=C/C(=O)N1CCN(S(=O)(=O)c2cccs2)CC1
→ x	21	-10%	0%	x	x	x
COCCNC(=O)CSc1nc2ccccc2c(=O)n1-c1cccc(OC)c1
→ 2%	9	-5%	-4%	5%	0%	-1%
NC(=O)c1ncc(C(F)(F)F)cc1Oc1ccc(F)cc1
→ -11%	0	12%	-11%	-1%	-2%	1%
COc1ccccc1NC(=O)Cc1csc(NC(=S)Nc2ccccc2)n1
→ -31%	-6	42%[activator]	2%	13µM*	8%	-13%
Cn1c(=O)c2c(nc(CN3CCN(c4ccccc4F)CC3)n2Cc2ccccc2F)n(C)c1=O
→ x	-1	x	-1%	x	x	-8%
CN(C)CCCn1c2c(c(SCC(=O)Nc3ccc4c(c3)OCCO4)nc1=O)CCC2
→ 20%	-32	6%	3%	16%	x	8%
CCn1c(=O)c2ccccc2n(CC(=O)N2CCCc3ccccc32)c1=O
→ -21%	0	-1%	2%	1%	-7%	-8%
CC(NC(=O)c1ccccc1)c1ccc(F)cc1 (stereo not drawn)
→ -21%	-12	6%	-6%	4%	3%	u

A draw from above in order of SMILES length, highest first.
Under each structure: AmpC no deterg	HCMV antiviral	AMA1 RON2 block	Tb PYK inh	HCV inh	LmPK inh	AmpC inh detg
C#CCOCCOCCOCCNc1nc(N2CCN(C(=O)CCCCCCCCCCNC(=O)[C@H](CCCCN)n3cc(CCO)nn3)CC2)nc(N2CCN(C(=O)CCCCCCCCCCNC(=O)[C@H](CCCCN)n3cc(C[C@@H](C)CC)nn3)CC2)n1
→ 286%[activator]	x	u	-5%	11%	x	6%
Cc1ccc2occ(CC(=O)Nc3ccc(S(=O)(=O)N4CCCC(C)C4)cc3)c2c1 (stereo not drawn)
→ x	-11	x	0%	x	x	-5%
CC(NC(=O)c1ccccc1)c1ccc(F)cc1 (stereo not drawn)
→ -21%	-12	6%	-6%	4%	3%	u

(listing goes on)
Under each structure: AmpC no deterg	HCMV antiviral	AMA1 RON2 block	Tb PYK inh	HCV inh	LmPK inh	AmpC inh detg
Cc1ccc(-c2nn(-c3cc(Cl)ccc3[N+](=O)[O-])c(=O)c3ccccc23)cc1C
→ -24%	u	1%	5%	-16%	1%	u
Cc1cc2nc(C(C)(C)C)c(CC3CCCCC3)n2c(C)c1Br
→ x	2	-16%	-2%	x	x	x
O=C1C(Cl)=C(Nc2cccc(O)c2)C(=O)N1Cc1ccccc1
→ -47%	-23	-26%	-4%	-1%	1%	u
O=C(CCCc1nc2ccccc2s1)Nc1nccs1
→ -22%	154	-10%	-16%	-7%	0%	-14%
CCOC(=O)c1nnn(CC(=O)N2N=C(c3ccc(Cl)cc3)CC2c2ccc(OC)cc2)c1C(=O)OCC (stereo not drawn)
→ -9%	61	29%	5%	20%	-5%	u
c1ccc2c(NC3CCCC3)nnc(NC3CCCC3)c2c1
→ -25%	-14	-1%	-1%	u	-3%	u
COc1ccc(N2CCOCC2)c(NC(=O)c2ccc3c(c2)OCO3)c1
→ -14%	-30	-17%	3%	-30%	-1%	-7%
O=C(O)c1ccc(-c2nc(-c3ccccc3Cl)cs2)cc1
→ -20%	37	12%	2%	26%	-15%	-5%
Cn1c(N)c(C(=O)COC(=O)c2ccc(F)cc2Cl)c(=O)n(C)c1=O
→ -2%	-18	-3%	8%	u	x	x
O=C(COc1ccc(Cl)cc1)N1CCCCCCC1
→ 34%	2	-3%	1%	2%	0%	2%
COc1ccccc1-c1cnn2c(NCCc3ccccc3)cc(C)nc12
→ -19%	-2	96%[activator]	1%	10µM*	0%	1%
CCCS(=O)(=O)c1ncc(Cl)c(C(=O)Nc2c(C(=O)c3ccccc3)oc3ccccc23)n1
→ x	28	x	4%	x	x	8%
CC(=O)N1Cc2[nH]c3ccccc3c2CC1C(=O)O (stereo not drawn)
→ -25%	29	-16%	-2%	0%	0%	u
CCOC(=O)c1ccc(NC(=O)C2(c3ccc(OC)cc3)CCOCC2)cc1
→ 4%	-11	1%	-4%	-22%	2%	u
O=C(Nc1cccc(N=Cc2cc(Br)cc(Br)c2O)c1)c1ccco1
→ -24%	46	0%	6%	-21%&0%	-6%	u
CC(=Nc1ccccc1N)c1c(O)n(C)c(=O)[nH]c1=O
→ -8%	u	9%	-2%	19%	1%	u
N#Cc1ccccc1S(=O)(=O)N1CCCC(c2nc3c(nnn3Cc3cccc(Cl)c3)c(=O)[nH]2)C1 (stereo not drawn)
→ x	u	x	-3%	x	x	1%
O=C(CN1CCN(S(=O)(=O)c2ccccc2)CC1)N1CCc2ccccc21
→ 8%	-37	-7%	1%	-18%	x	0%
CCC1(c2ccc(F)cc2)NC(=O)N(CC(=O)N2CCN(S(=O)(=O)c3ccc(C)cc3)CC2)C1=O (stereo not drawn)
→ 117%[activator]	-19	-7%	-6%	u	x	u
CS(=O)(=O)N(CC(=O)NCc1ccccc1Cl)Cc1ccccc1
→ -6%	20	-13%	-1%	13%	0%	3%
Cc1ccc(C(=O)c2cc(Br)ccc2N)cc1
→ -35%	-26	-20%	0%	3%	16%	-13%
COc1ccc(CCN2CCCC(CN(C)C(=O)c3ccoc3C)C2)cc1 (stereo not drawn)
→ 26%	66	-12%	3%	-15%	-7%	2%
CCNC(=O)NC(=O)c1csc([N+](=O)[O-])c1
→ -8%	25	5%	8%	u	-1%	u
C=CCOc1ccc2ccccc2c1CNCCCN1CCOCC1
→ -5%	-10	1%	1%	-5%	-2%	0%
CC1(C(=O)N2CCC(CC3CC(c4cccc(Br)c4)=NO3)(C(=O)NCC3CCCCC3)CC2)CC1 (stereo not drawn)
→ 146%[activator]	u	24%	4%	-15%	6%	-10%
CCN(c1ccccc1)S(=O)(=O)c1cccc(C(=O)N2CCN(S(=O)(=O)c3ccccc3)CC2)c1
→ 94%[activator]	9	9%	-6%	u	-6%	-1%
COCCCNC(=O)C1CCCN(c2nn3cc(-c4ccc(C)cc4)nc3s2)C1 (stereo not drawn)
→ x	0	x	3%[15.4 µM]	x	x	21%
CC(=O)N1N=C(c2cccc(NS(=O)(=O)c3ccc(C)cc3)c2)CC1c1ccco1 (stereo not drawn)
→ -29%	-21	-7%	2%	3.2µM*	-1%	3%
O=c1oc2cc(OCc3ccc(F)cc3F)ccc2cc1-c1ccc2ccccc2n1
→ -16%	x	x	x	1%[0.335 µM]	-1%	-3%
O=C(NCc1cccnc1)c1cc(C2CCCN(C(=O)C3CCCCC3)C2)on1 (stereo not drawn)
→ x	11	-3%	-5%	x	x	x
Nc1ccccc1C(O)(Cc1ccccc1)c1ccccc1 (stereo not drawn)
→ -14%	18	-1%	6%	u	0%	2%
O=C(Cn1c(NCCO)nc2ccccc21)NCCc1ccccc1
→ -23%	6	8%	0%	u	-4%	-5%
CCCc1cc(=O)oc2c(C)c(OCC(=O)N3CCC(C(N)=O)CC3)ccc12
→ -25%	9	-2%	0%	-15%	-5%	u
O=C(NCCn1ccc2ccccc21)c1cccc([N+](=O)[O-])c1
→ -20%	-80*	-7%	6%	-21%	8%[11.5 µM]	-1%

Compound activity deposited in PubChem by National Center for Advancing Translational Sciences (NCATS).
